HTRA1 inh: inhibitors of human serine peptidase HTRA1; recombinant HTRA1, FP-rhodamine activity-based probe, fluorescence polarization; Q92743; hit rate 0.5% among 340,000; inhibition, % at 5.96 µM; in the data active means inhibition above about 36%;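 further: 0% = enzyme with DMSO and 100% = wells lacking enzyme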
SIAE primary: blocks human sialic acid acetylesterase; Q9HAT2; SIAE FP-Rh probe binding, fluorescence polarization; inhibition, % at 9.66 µM; hit rate 0.69% among 370,000;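 active means inhibition above a cutoff: mean of compounds within the control limits plus 3 SD of those, cut at about 17% in these data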;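 further: 0% = plate median of compound wells and 100% = probe without SIAE protein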
rCAG RNA binder: binds r(CAG) RNA repeats | inhibition, % at 3 µM | AID 651821 | r(CAG) RNA repeat, TO-PRO-1 dye displacement fluorescence | hit rate 1.3% among 370,000;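 active means inhibition above the plate cutoff, the mean of all test compounds on that plate plus 3 SD, cut at about 35% in these data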;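 further: 0% = DMSO alone and 100% = 100 µM mitoxantrone as full dye displacement; higher means more dye released from RNA so lower well fluorescence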
PG9 Ab binder: binds the HIV-1 gp120 antibody PG9. TR-FRET gp120-PG9 antibody binding. inhibition, % at 6.7 µM. hit rate 0.43% among 360,000. AID 624416; in the data active means inhibition above about 8.5%
TCR-CD3 inh: blocks the human TCR-CD3 interaction | inhibition, % at 9.4 µM | TAMRA-labeled TCR probe fluorescence, biochemical | hit rate 0.37% among 360,000; in the data active means inhibition above about 19%;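 further: recombinant mutant TCR 2C K166C tagged with TAMRA read by polarization; 0% = receptor in buffer alone and 100% = receptor with positive control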
PRMT1 FP inh: blocks human protein arginine methyltransferase 1 | recombinant PRMT1, activity-based probe fluorescence polarization | inhibition, % at 2.79 µM | hit rate 1.3% among 370,000 | AID 652257;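 active means inhibition above about 21% made by adding two undisclosed values, limit read from the data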
Target sequence (Q99873 whole entry, looked up): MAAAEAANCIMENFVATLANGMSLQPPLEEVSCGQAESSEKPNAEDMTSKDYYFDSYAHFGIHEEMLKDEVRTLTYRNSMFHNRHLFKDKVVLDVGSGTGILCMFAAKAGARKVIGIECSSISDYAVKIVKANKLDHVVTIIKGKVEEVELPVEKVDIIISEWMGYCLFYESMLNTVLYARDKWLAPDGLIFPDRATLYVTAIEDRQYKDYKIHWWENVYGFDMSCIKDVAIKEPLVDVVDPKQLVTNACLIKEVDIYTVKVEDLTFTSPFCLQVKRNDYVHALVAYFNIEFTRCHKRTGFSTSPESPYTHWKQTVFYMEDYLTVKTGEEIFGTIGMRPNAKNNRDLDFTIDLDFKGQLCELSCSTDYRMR
TDP2 inh: blocks human TDP2 phosphodiesterase activity. O95551. recombinant TDP2, T5PNP hydrolysis, p-nitrophenol absorbance 415 nm. inhibition, % at 12.8 µM. hit rate 0.34% among 370,000. AID 720702;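 active means inhibition above the mean of all tested compounds plus 3 SD, set per campaign, cut at about 25% in these data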;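 further: 0% = DMSO with enzyme and 100% = buffer with substrate but no TDP2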
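Incubation: 2 h at 37 °C; Test system: recombinant human TDP2; Quantity: enzyme 120 nM; Read-out basis: percent inhibition; Medium: 50 mM Tris-HCl pH 7.5 with Mg2+, KCl, DTT, BSA; Repeats: single replicate; Compound: 12.8 µM single point, 1% DMSO; Signal: epi absorbance; Reagent: 5 mM T5PNP chromogenic substrate; Benchmarks: no-enzyme high, DMSO-plus-enzyme low.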
Rev-erbA mod: Rev-erb alpha (human) modulation | Rev-erbα–FITC-DNA binding, fluorescence polarization, 90 min | activity, % at 10 µM | hit rate 0.79% among 370,000 | AID 1259318;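 active means activity above about 14%, limit read from the data; passing the limit was not always enough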;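 further: 0% = DMSO wells with 35 nM protein and 100% = DMSO wells with 750 nM protein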
Target sequence (P20393 whole entry, looked up): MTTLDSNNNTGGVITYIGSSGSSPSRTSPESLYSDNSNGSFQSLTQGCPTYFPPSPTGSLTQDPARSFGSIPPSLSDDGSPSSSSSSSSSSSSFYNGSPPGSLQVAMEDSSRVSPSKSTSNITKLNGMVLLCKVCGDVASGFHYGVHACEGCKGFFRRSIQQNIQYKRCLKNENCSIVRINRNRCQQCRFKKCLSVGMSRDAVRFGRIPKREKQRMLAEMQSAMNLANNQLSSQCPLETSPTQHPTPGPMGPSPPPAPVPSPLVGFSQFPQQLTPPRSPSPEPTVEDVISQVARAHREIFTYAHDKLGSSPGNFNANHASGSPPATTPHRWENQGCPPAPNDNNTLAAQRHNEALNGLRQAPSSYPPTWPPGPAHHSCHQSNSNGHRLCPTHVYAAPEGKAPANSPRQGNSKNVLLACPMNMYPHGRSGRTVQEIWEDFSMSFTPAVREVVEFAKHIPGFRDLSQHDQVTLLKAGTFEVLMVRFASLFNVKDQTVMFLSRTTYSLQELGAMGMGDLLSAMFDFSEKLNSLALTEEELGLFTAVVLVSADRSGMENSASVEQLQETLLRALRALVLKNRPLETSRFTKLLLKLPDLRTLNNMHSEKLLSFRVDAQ
mABHD4 FP: ABHD4 (mouse) inhibition, primary FP screen. Q8VD66. purified mABHD4, FP-Rh probe fluorescence polarization. inhibition, % at 8.92 µM. hit rate 0.54% among 370,000;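 active means inhibition exceeding the mean over every tested compound plus 3 SD, cut at about 30% in these data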;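 further: 0% = plate median of compound wells and 100% = S159A mutant with DMSO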
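Doses – 8.92 µM, single dose · Material – wild-type mouse ABHD4 protein · Replication – single well per compound (singlicate) · Measure – percent inhibition of probe binding, normalized to plate controls · Schedule – 45 min compound pre-incubation plus 60 min probe step, 25 °C · Detection – fluorescence polarization with parallel and perpendicular emission, 525/598 nm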
LEDGF integ inh: blocks HIV-1 LEDGF/p75-dependent DNA integration; TR-FRET IN-LEDGF/p75 DNA integration, Eu/Cy5; inhibition, % at 3.7 µM; hit rate 0.64% among 370,000; AID 743269;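 active means inhibition above the screen-wide mean plus 3 SD, cut at about 13% in these data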;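 further: signal is the Cy5 over europium emission ratio at 671 and 618 nm; 0% = plate median of compound wells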
An asterisk follows results filed as active; nt = no result given.

SMILES | HTRA1 inh | SIAE primary | rCAG RNA binder | PG9 Ab binder | TCR-CD3 inh | PRMT1 FP inh | TDP2 inh | Rev-erbA mod | mABHD4 FP | LEDGF integ inh
O=C(/C=C/[C@H]1O[C@@H](n2cnc3c(NC(=O)c4ccccc4)ncnc32)[C@H](O)[C@@H]1O)NCc1ccc2c(c1)OCO2 | nt | 2.1 | 2.2 | 0.6 | 1.9 | -4.1 | -11.3 | -1.0 | 4.4 | -0.2
CCCCNC(=O)c1onc(CSc2ccc(Cl)cc2)c1C(=O)O | -19.5 | -7.0 | 23.9 | -1.0 | 12.1 | -1.3 | 5.9 | 1.2 | -13.6 | -1.5
COc1cc(CNCCc2c[nH]c3ccccc23)cc(Cl)c1OCC(N)=O | -0.3 | -2.8 | -3.2 | -2.5 | -0.1 | 8.6 | -21.0 | 7.6 | 1.0 | -0.8
O=C(C=Cc1cccs1)c1cccs1 | -6.9 | 2.4 | 2.4 | 0.0 | 6.6 | -7.3 | 2.0 | 1.1 | -0.5 | 0.1
CC1CN(Cc2nc3c(c(=O)n(C)c(=O)n3C)n2CCc2ccccc2)CC(C)O1 (configuration not stated) | 5.3 | -3.8 | -3.3 | -0.1 | -4.6 | -0.9 | -8.0 | 1.0 | -0.1 | -2.9
O=C(NCCN1CCN(C(=O)C(c2ccccc2)c2ccccc2)CC1)C(=O)Nc1ccccc1 | -5.0 | 3.4 | -2.8 | -2.6 | -0.7 | -1.6 | -11.3 | 7.0 | 0.8 | 0.4
CCc1[nH]nc2c1C(C1C=CCCC1)C(C#N)=C(N)O2 (configuration not stated) | -3.2 | 2.1 | -4.2 | -1.2 | 2.9 | -1.9 | -1.3 | 4.4 | -0.8 | -1.9
COc1ccc(-c2cc(CCCC(=O)NCCc3ccccc3)no2)cc1 | -8.0 | -4.4 | -2.0 | -0.9 | -1.7 | 0.0 | 10.2 | 3.5 | -4.4 | -0.6
Cn1c(SCC(=O)Nc2ccc3cn[nH]c3c2)nnc1-c1cnccn1 | 7.2 | 6.1 | 0.7 | -0.3 | 2.1 | 0.3 | -7.6 | -0.3 | 1.5 | 0.0
Cc1ccccc1NC(=O)CCSc1nnnn1-c1ccccc1 | -0.9 | -0.8 | -3.1 | 1.9 | -6.1 | 3.4 | 1.9 | -4.0 | 6.3 | -0.9
CCc1cc2c(=O)oc(-c3ccc(Br)cc3)nc2s1 | 0.6 | -1.9 | -1.1 | -1.4 | 5.5 | -1.3 | -3.3 | 10.8 | -6.4 | -0.3
COc1ccc(S(=O)(=O)N(C)C)cc1NC(=O)COC(=O)c1nn(C)c(=O)c2ccccc12 | 10.8 | 5.0 | 6.2 | -1.2 | -0.7 | 0.0 | -7.0 | -0.2 | 0.8 | 2.5
Cc1ccc(C(=O)OCC(=O)N(CC(C)C)c2c(N)n(Cc3ccccc3)c(=O)[nH]c2=O)cc1[N+](=O)[O-] | -6.1 | -6.6 | 2.8 | 1.4 | -2.5 | -2.6 | 7.5 | -4.9 | 4.4 | -5.0
COc1ccc(C(=O)NC(=S)N2CC(C)OC(C)C2)cc1OC (configuration not stated) | 10.0 | 13.3 | -3.0 | 2.0 | -1.8 | -2.3 | 4.5 | 6.8 | -0.7 | -2.2
Cc1[nH]n(-c2ccccc2)c(=O)c1/C=N/NC(=O)c1ccoc1C | 10.8 | 9.3 | 6.0 | -4.7 | 3.1 | -1.1 | 3.1 | 3.9 | 12.9 | -1.1
S=c1[nH]nc(Cc2ccccc2)n1-c1ccc(Cl)cc1 | -0.7 | 7.4 | 0.8 | -0.7 | 5.2 | -0.2 | 5.4 | 3.0 | -4.1 | 1.5
CCCc1nnc(NC(=O)CC(=O)OCC)s1 | 1.3 | -2.0 | -3.3 | -3.2 | 4.7 | 0.2 | -7.5 | -0.5 | -3.4 | -2.5
CCOC(=O)C1(Cc2ccccc2Cl)CCN(C(=O)CN2CCOC2=O)CC1 | 5.0 | 2.4 | -0.7 | 0.8 | 4.8 | -4.7 | -3.6 | -3.9 | -1.3 | 2.2
O=C(c1ccc2c3c(cccc13)CC2)C1CCCN(Cc2ccncc2)C1 (configuration not stated) | -5.5 | 2.2 | -4.4 | 0.9 | 3.2 | 0.4 | -18.5 | -6.5 | -0.5 | -0.2
CCOC(=O)C1=C(C)Nc2ncnn2C1c1ccccc1F (configuration not stated) | -0.1 | -0.1 | -1.2 | 0.5 | 3.1 | -0.4 | 4.9 | 2.2 | 2.6 | 0.1
C[C@@]12C(=O)Nc3cc(F)c(F)cc3C(=O)N1[C@H]1c3ccccc3OC[C@@H]1[C@@H]2c1ccccc1 | -51.0 | -38.0 | 6.0 | -1.6 | -6.1 | 1.3 | -6.2 | 2.6 | -53.4 | 3.3
CCOC(=O)c1ccc(NC(=O)C2CC(=O)Nc3nc4ccccc4n32)cc1 (configuration not stated) | -0.3 | -13.2 | 2.9 | -0.7 | -0.5 | -4.5 | -14.1 | -2.6 | -5.8 | 0.9
COC(OC)c1nc(SCC(=O)Nc2cccc(Cl)c2)ncc1C(=O)O | 5.5 | 11.8 | 6.7 | -2.1 | -0.4 | 26.6* | 19.8 | -2.7 | 1.4 | -1.7
COCCNC(=S)N(CCc1c(C)[nH]c2ccccc12)Cc1cccnc1 | -11.6 | 4.0 | -1.5 | -1.2 | 1.4 | 6.6 | -12.4 | 6.3 | -15.3 | 1.1
Nc1nc(C2CCCN2S(=O)(=O)c2ccc(Cl)cc2)cs1 (configuration not stated) | 6.5 | 0.6 | 0.6 | -1.1 | -5.5 | 0.5 | -1.8 | 1.7 | -3.7 | -1.7
Other records.
SMILES | HTRA1 inh | SIAE primary | rCAG RNA binder | PG9 Ab binder | TCR-CD3 inh | PRMT1 FP inh | TDP2 inh | Rev-erbA mod | mABHD4 FP | LEDGF integ inh
CC(NC(=O)c1cc2cc([N+](=O)[O-])ccc2oc1=O)C1CCCO1 (configuration not stated) | -1.3 | 1.4 | 1.7 | 1.5 | -0.2 | -8.1 | -3.9 | 8.8 | -9.6 | 1.7
Cc1cc([N+](=O)[O-])ccc1NC(=S)NC(=O)Cc1ccccc1 | -22.9 | -9.3 | 1.2 | 0.8 | -4.0 | 1.4 | 8.7 | -1.2 | -5.2 | 0.2
CCCCC[C@@H](C)N1C[C@@H](COCc2ccccc2)Oc2cc(N3CCC[C@H]3COC)ccc2S1(=O)=O | nt | -2.5 | 4.0 | -1.7 | -3.5 | -1.9 | -9.5 | -0.4 | -3.5 | 4.4
COc1ccc(OC)c(NC(=O)CSc2nc(=O)n(CCN3CCOCC3)c3c2CCC3)c1 | -7.6 | 4.9 | -2.4 | 0.2 | -1.9 | -3.1 | -12.1 | -1.1 | -1.7 | 2.0
Cc1cc(C)n(S(=O)(=O)c2ccc(C(C)(C)C)cc2)n1 | 0.7 | 3.5 | -1.0 | 0.4 | -2.2 | 4.2 | 6.4 | 0.1 | 1.7 | 0.9
Cc1nn2c(NCCN(C)C)c3c(nc2c1-c1ccccc1)CCCC3 | nt | 13.7 | -5.3 | -3.2 | 2.2 | -4.5 | -2.3 | -7.5 | 2.9 | 4.5
COc1ccc(C(=O)COc2ccccc2N2C(=O)C3C4C=CC(C4)C3C2=O)cc1 (configuration not stated) | 5.0 | 2.5 | -4.2 | -0.9 | 3.2 | 0.5 | 0.5 | 4.6 | -5.3 | -1.2
CC(NC(=O)CCSc1nc(-c2ccc3c(c2)OCO3)cc(C(F)(F)F)n1)c1ccccc1 (configuration not stated) | -2.1 | -41.8 | 2.3 | 2.9 | 7.4 | 3.4 | 8.3 | -4.5 | -7.7 | -0.8
CCCCOc1ccc(CN(C)c2ncnc(N)n2)cc1 | -8.4 | -1.6 | -6.0 | 0.0 | -0.7 | 2.0 | 4.2 | 0.0 | -5.5 | -0.7
O=C(C1CC1)N1N=C(c2ccc(Cl)cc2)CC1(O)C(F)(F)F (configuration not stated) | -13.8 | -7.3 | -4.0 | -0.6 | 7.3 | 1.8 | -5.0 | 0.6 | -6.3 | -1.9
COc1ccc(C(=O)NCC(c2ccco2)N2CCc3ccccc32)cc1 (configuration not stated) | -5.2 | 15.7 | -2.5 | -1.0 | -0.2 | -3.5 | 16.4 | -4.8 | 3.4 | 1.6
Cn1c(CCC(=O)Nc2ccc(F)cc2)nc2cc(S(=O)(=O)N3CCOCC3)ccc21 | -6.1 | 8.3 | 3.3 | 1.2 | -2.1 | 0.2 | -6.4 | -6.7 | -0.1 | 1.5
CC(C)(C)n1nnnc1C(c1ccc(F)cc1)N(Cc1ccc(F)cc1)Cc1ccco1 (configuration not stated) | -35.5 | 1.6 | 0.1 | 0.6 | -4.8 | -2.7 | -0.6 | -1.5 | -8.7 | 3.9
COC(=O)Cc1c(O)ccn(CCc2ccccc2)c1=O | -0.3 | -2.8 | 2.0 | 0.8 | 6.6 | 4.8 | 6.3 | 6.4 | 0.4 | -2.7
COc1cccc2cc(C(=O)NC(C)C3CCCO3)c(=O)oc12 (configuration not stated) | -2.2 | 5.3 | 7.7 | 3.9 | 0.7 | 10.7 | 3.7 | -3.9 | 3.2 | 2.9
CCCc1cc(=O)[nH]c(SCc2ccc(Cl)cc2)n1 | 2.6 | 4.6 | 7.7 | -1.7 | 2.6 | -2.1 | 4.9 | -1.6 | -1.3 | -0.1
CCOCCc1nn2c(=O)cc(CSCC(=O)Nc3ccc(OC)cc3)nc2s1 | 4.5 | 5.4 | 2.2 | -0.3 | -4.5 | 1.3 | 7.8 | 4.5 | 3.7 | 0.9
O=C1CCCN1CCCNC(=S)Nc1cccc2ccccc12 | -0.2 | 5.8 | 1.2 | 1.3 | -5.8 | 2.2 | 13.1 | 0.6 | 7.5 | -1.4
CC(C)Nc1nc(NCCOc2ccccc2)c2sccc2n1 | nt | 2.6 | -1.5 | -1.2 | -5.6 | 0.2 | -2.4 | -3.7 | 11.9 | -0.5
CN(C)S(=O)(=O)NC(=O)C1=C(N2CCCC2)COC1=O | 2.5 | 0.1 | 7.1 | 0.4 | 15.0 | -2.3 | -4.0 | 1.2 | 3.7 | -2.8
c1nc(C2CCCCC2)cc2cc3c(cc12)OCO3 | -5.0 | -0.5 | 0.0 | -1.0 | -8.8 | -3.5 | -0.4 | -1.4 | 0.7 | -3.6

Four of the compounds above, as tab-separated lines.
SMILES	HTRA1 inh	SIAE primary	rCAG RNA binder	PG9 Ab binder	TCR-CD3 inh	PRMT1 FP inh	TDP2 inh	Rev-erbA mod	mABHD4 FP	LEDGF integ inh
Cc1nn2c(NCCN(C)C)c3c(nc2c1-c1ccccc1)CCCC3	nt	13.7	-5.3	-3.2	2.2	-4.5	-2.3	-7.5	2.9	4.5
CC(C)Nc1nc(NCCOc2ccccc2)c2sccc2n1	nt	2.6	-1.5	-1.2	-5.6	0.2	-2.4	-3.7	11.9	-0.5
COc1cccc2cc(C(=O)NC(C)C3CCCO3)c(=O)oc12 (configuration not stated)	-2.2	5.3	7.7	3.9	0.7	10.7	3.7	-3.9	3.2	2.9
COC(=O)Cc1c(O)ccn(CCc2ccccc2)c1=O	-0.3	-2.8	2.0	0.8	6.6	4.8	6.3	6.4	0.4	-2.7

An excerpt; the hit share may differ from the screen's.
